MOR-DOR ag – agonists of human mu-delta opioid receptor heterodimerization. P35372+P41143. cells, OPRM1-OPRD1 heterodimerization, luminescence. activation, % at 9.3 µM. 340,000 tested, 0.3% active. AID 504326; in the data active means activation above about 18%;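 further: 0% = vehicle-treated cells and 100% = reference agonist; values of inactives mirror those of a sister screen read the other way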
HTR5A ag – counter-screen for OPRM1-OPRD1 agonists: human HTR5A agonism; 340,000 tested, 0.61% active; P47898; activation, % at 9.3 µM; HTR5A agonist assay, luminescence, cell-based; in the data active means activation mostly above about 9.5%, no sharp cut-off; inactive means mostly below about 7.6%;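 further: 0% = cells with vehicle only and 100% = reference agonist; strong numbers were not always called active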
Target sequence (P47898 whole entry, looked up): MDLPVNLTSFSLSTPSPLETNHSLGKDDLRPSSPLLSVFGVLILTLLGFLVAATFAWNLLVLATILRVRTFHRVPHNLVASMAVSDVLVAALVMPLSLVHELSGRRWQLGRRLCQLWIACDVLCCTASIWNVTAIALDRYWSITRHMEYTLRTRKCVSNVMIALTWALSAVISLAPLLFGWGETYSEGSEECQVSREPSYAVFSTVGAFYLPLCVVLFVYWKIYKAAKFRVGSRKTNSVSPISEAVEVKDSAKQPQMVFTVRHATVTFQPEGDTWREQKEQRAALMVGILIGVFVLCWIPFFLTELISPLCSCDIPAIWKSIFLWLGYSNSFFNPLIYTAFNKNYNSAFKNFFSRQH
Pemphigus Ab inh – blocks pemphigus antibody binding to human desmoglein-3 | P32926 | DSG3-coupled beads, scFv-anti-DSG3-GFP binding, flow cytometry; hits give low values | binding (percent of control), % at 10 µM | 310,000 tested, 0.48% active | AID 588358;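 active means binding more than 3 SD below its plate's average and above zero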;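 further: hits lower antibody fragment binding to DSG3; some compounds called inactive have numbers as strong as hits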
OPRM1-OPRD1 inv – inverse agonists of human mu-delta opioid receptor heterodimerization | cell-based MOR-DOR heterodimer luminescence, inverse agonism | inhibition, % at 9.3 µM | 340,000 tested, 0.21% active; in the data active means inhibition above about 22%, passing the limit was not always enough;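 further: 0% = cells with DMSO and 100% = wells without cells with DMSO; values of inactives mirror those of a sister screen read the other way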
HTR5A inv ag – counter-screen for OPRM1-OPRD1 inverse agonists: human HTR5A inverse agonism; P47898; HTR5A cell line, luminescence; inhibition, % at 9.3 µM; 340,000 tested, 0.083% active; AID 504634; in the data active means inhibition mostly above about 23%, no sharp cut-off; inactive means mostly below about 18%;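 further: 0% = cells with DMSO and 100% = no-cell wells with DMSO; some compounds called inactive have numbers as strong as hits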
DAGLB inh – blocks human DAGLB lipase activity | HEK293T DAGLB membrane lysate, EnzChek fluorogenic substrate | inhibition, % at 5.17 µM | 340,000 tested, 0.059% active; in the data active means inhibition above about 34%;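 further: 0% = enzyme with vehicle and 100% = wells lacking enzyme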
Target sequence (Q8NCG7 whole entry, looked up): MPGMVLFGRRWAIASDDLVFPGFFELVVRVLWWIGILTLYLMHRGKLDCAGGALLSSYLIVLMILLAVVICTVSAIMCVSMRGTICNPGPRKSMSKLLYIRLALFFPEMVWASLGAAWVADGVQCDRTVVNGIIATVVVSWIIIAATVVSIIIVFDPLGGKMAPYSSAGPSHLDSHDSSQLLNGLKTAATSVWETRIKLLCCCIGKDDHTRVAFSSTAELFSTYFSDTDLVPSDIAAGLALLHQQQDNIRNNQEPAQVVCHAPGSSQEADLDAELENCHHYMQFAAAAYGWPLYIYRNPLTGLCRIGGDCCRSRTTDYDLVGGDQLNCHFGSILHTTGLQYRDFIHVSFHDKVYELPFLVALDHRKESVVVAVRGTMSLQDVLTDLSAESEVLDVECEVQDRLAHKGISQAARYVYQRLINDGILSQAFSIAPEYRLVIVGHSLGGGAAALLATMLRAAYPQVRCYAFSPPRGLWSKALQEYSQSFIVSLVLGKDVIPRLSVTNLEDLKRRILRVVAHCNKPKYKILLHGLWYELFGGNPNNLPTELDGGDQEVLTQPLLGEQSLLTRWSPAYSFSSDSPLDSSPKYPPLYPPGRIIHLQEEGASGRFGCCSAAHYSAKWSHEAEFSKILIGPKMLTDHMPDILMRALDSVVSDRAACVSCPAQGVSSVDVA
PKA-R1A activ – activates the PKA-R1A holoenzyme complex | activation, % at 11.4 µM | PKA-R1A dissociation, Cy5-IP20 fluorescence polarization; scaled: DMSO 0%, 113 µM cGMP 100% | 340,000 tested, 0.083% active;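 active means percent activation above the mean of all tested compounds plus 3 SD, cut at about 19% in these data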;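 further: higher means more PKAc released from R1A so a rise in polarization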
Arr AP2 block – inhibitors of human beta-arrestin and AP2 interaction; FITC-arrestin peptide / GST-AP2 beads, flow cytometry; AP2 beta2 appendage carries R879A mutation; inhibition, % at 10 µM; 340,000 tested, 0.31% active; AID 504490;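 active means inhibition above a set limit, near 3 SD of compounds lacking own fluorescence, cut at about 54% in these data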;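 further: plate controls were DMSO wells for no effect and 5 µM unlabelled arrestin peptide for full effect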
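System: GST-AP2 R879A bound to glutathione beads, E. coli-expressed. Also added: 50 nM FITC-arrestin peptide. Schedule: compound with beads 12 min RT, then probe 1 h RT. Signal: bead flow cytometry, FITC channel. Read-out basis: percent response.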
PKA-R2B act – activates the human PKA-R2B holoenzyme complex. 340,000 tested, 0.079% active. PKA-R2B holoenzyme dissociation, Cy5-IP20 fluorescence polarization; R2B truncated from residue 108, S112A mutant; 0% DMSO only, 100% 113 µM cGMP. activation, % at 11.4 µM;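 active means activation above a cutoff set at the mean over all compounds plus 3 SD, cut at about 18% in these data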;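 further: higher means more holoenzyme dissociation and a rise in polarization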
V-ATPase pH – alters yeast V-ATPase proton transport; response, % at 10 µM; S. cerevisiae, pHLuorin cytosolic pH fluorescence; 350,000 tested, 0.37% active; in the data active means response mostly above about 7.3%, no sharp cut-off; inactive means mostly below about 5.4%; further: actives read high; inactives centre near 0; some compounds called inactive have numbers as strong as hits; reference of the scale not given here
An asterisk follows results filed as active; nt = no result given. The order is random; overall some 2.4% were active at least once.

Results follow in this order: MOR-DOR ag	HTR5A ag	Pemphigus Ab inh	OPRM1-OPRD1 inv	HTR5A inv ag	DAGLB inh	PKA-R1A activ	Arr AP2 block	PKA-R2B act	V-ATPase pH
CC(C)(C)n1ncc2c(=O)n(CC(=O)c3ccccc3)cnc21
→ -2.0	-1	108	11	-12	-3	-16	-7	-14	-1
Cn1c(=O)c2cc(S(=O)(=O)NC(Cc3ccccc3)C(=O)NCC3CCCO3)ccc2n(C)c1=O (configuration not stated)
→ -1.0	0	101	5	1	-1	0	-21	0	-2
CCn1c(SCC(=O)Nc2ccc(N(C)C)cc2)nnc1-c1ccco1
→ -0.3	-1	98	2	2	1	8	25	-6	3
COc1cc(C(=O)Nc2ccc3c(c2)OCO3)ccc1OCc1c(C)noc1C
→ 0.0	-3	93	0	3	3	4	3	-11	0
CC1=CCC2C(=O)N(Cc3ccccc3)C(=O)C2C1 (configuration not stated)
→ -2.5	7	108	14	-17	-2	-6	-1	-1	0
C=C1CCN([C@@H](CC(C)C)C(=O)NCc2ccco2)S(=O)(=O)c2ccccc21
→ -0.7	-1	101	4	1	-2	-6	-5	-4	-1
O=c1c2ccccc2[nH]c(=S)n1CCCN1CCN(C2CCCCC2)CC1
→ 0.3	-2	105	-2	5	1	6	13	5	2
CCC(C)NC(=O)CC1Oc2ccc(C)cc2NC1=O (configuration not stated)
→ -2.3	2	111	12	-6	0	-5	-3	1	1
CC1=CC(C)(C)N(C(=O)c2ccc(F)cc2)c2cc3c(cc21)OCO3
→ 4.9	-1	106	-25	-13	-7	-13	5	-1	1
COc1cc(CNc2nc(C)c([N+](=O)[O-])c(C)c2C#N)cc(OC)c1
→ 1.0	-2	174	-6	-22	3	3	-5	-3	-1
COCCN(C(=O)COC(=O)C12CC3CC(CC(Cl)(C3)C1)C2)c1c(N)n(Cc2ccccc2)c(=O)[nH]c1=O
→ -1.7	0	123	9	1	1	-16	-30	-2	-1
COCCCN1CC(=O)N2Cc3[nH]c4ccccc4c3C[C@H]2C1=O
→ -2.5	0	112	12	1	-2	-5	9	-6	1
COc1ccc(N2C(=O)C3C(C2=O)C(C(=O)c2ccccc2)N2CCCC32)cc1 (configuration not stated)
→ -3.3	-2	118	17	-9	1	-6	-6	-8	3
CC(C)(C)c1ccc(-c2nnc(N)s2)cc1
→ -1.0	-1	109	5	4	-2	-6	-2	-5	-1
COc1ccc2nc(NC(=O)[C@@H]3CCCN3C(=O)c3cccs3)sc2c1
→ -2.9	-4	105	13	-14	0	-9	5	2	5
CCc1cc(CNC(=O)C2CCC(=O)N(CCc3ccc(OC)cc3)C2)on1 (configuration not stated)
→ -5.3	-1	112	27	3	2	-1	0	6	0
O=C(N/N=C/C=C/c1ccccc1)c1n[nH]c2c1CCC2
→ 0.0	-2	103	0	-8	0	7	-3	-2	4
COc1cc2c(cc1OC)C(/C(C#N)=N\O)=NC(C)(C)C2
→ 0.5	5	117	-3	13	2	2	4	-1	1
Cc1ccnc(S(=O)(=O)Cc2ccc([N+](=O)[O-])cc2)n1
→ -2.4	1	107	11	-2	0	1	-21	-11	-1
COc1ccc(CNC(=O)C2CCN(S(=O)(=O)N3CCC4(CC3)OCCO4)CC2)c(OC)c1
→ -3.1	-5	103	19	13	1	-12	6	-8	3
N#Cc1nc(N)nc(N(c2ccccc2)c2ccccc2)n1
→ -1.7	3	110	9	-6	1	-7	5	2	-2
COc1ccc(C2CC(c3cccs3)n3nc(N)nc3N2)cc1 (configuration not stated)
→ -0.7	2	107	4	-4	1	3	14	-6	2
CCCN(CCC)Cc1c(C(=O)OCC)nnn1-c1nonc1N
→ 8.8	5	nt	-37	-12	-8	3	13	-6	-7
CCOC(=O)NCc1ccc(S(=O)(=O)Nc2c(C)cccc2C)cc1
→ 0.5	-1	104	-3	2	0	0	5	1	6
O=c1[nH]c(C2CCCN(S(=O)(=O)c3ccccc3)C2)nc2c1nnn2Cc1cccc(Cl)c1 (configuration not stated)
→ -0.7	3	113	4	-9	1	-3	4	4	-3
CC(=N/O)/C(=N\O)c1ccc(C)o1
→ -1.9	0	98	11	-4	0	7	37	0	nt
CC(=O)c1cccc(NC(=O)C2CCN(S(=O)(=O)c3ccc(F)cc3)CC2)c1
→ -1.7	1	102	8	-2	0	0	9	2	5
O=c1c2ccccc2nc(SCc2cn3ccsc3n2)n1-c1ccccc1F
→ -0.6	-1	96	3	12	-2	-9	28	-7	-5
CC(C)CNC(=O)c1ccccc1C(=O)NC1(C(=O)NCC(C)C)CCCC1
→ -1.1	2	126	6	-9	3	-15	5	-4	-3
O=C(c1cccc(S(=O)(=O)N2CCOCC2)c1)N1CCN(c2ccccc2)CC1
→ -4.9	3	102	18	15	0	-9	-2	-1	0
Cc1ccc(/C=N/Nc2ccc(C(=O)O)cc2)o1
→ 3.2	4	93	-16	-2	-3	7	7	-9	-2
COC(=O)c1ccc(NC(=O)Cc2ccc(C)cc2)cc1
→ -2.5	-3	nt	15	13	-14	-8	4	-8	1
COc1ccc(C(=O)NC2CC2)cc1OC1CCN(Cc2ccc(NC(C)=O)cc2)CC1
→ 15	-1	nt	-80	-2	1	7	4	5	6
O=C(Nc1nc(-c2cccnc2)cs1)c1cccc([N+](=O)[O-])c1
→ 0.7	-1	100	-3	4	1	-6	39	1	-1
O=C(N/N=C/c1ccco1)c1cccc([N+](=O)[O-])c1
→ 0.7	-6	97	-4	21	0	12	10	8	2
Cc1ccccc1S(=O)(=O)Cc1ccc(C(=O)N2CCN(c3ccccc3F)CC2)o1
→ 0.0	-7	100	0	2	-1	5	-3	1	-1
C/C(=N\Nc1cccc(C(=O)O)c1)c1ccc2c(c1)Nc1ccccc1S2
→ 6.7	3	102	-36	9	3	10	-10	-1	0
O=C(O)C1CCC(N2C(=O)C3CCCCC3C2=O)CC1 (configuration not stated)
→ -0.6	7	101	3	0	1	-12	2	-7	-2
C#CCNC(=O)C1=C[C@H](c2coc3ccccc3c2=O)[C@@H](CCCO)[C@H](OCC)O1
→ 0.8	1	101	-4	17	-5	-9	11	3	0
Cc1ccc(NC(=O)c2sc(N)nc2-c2ccc([N+](=O)[O-])cc2)c(C)c1
→ -0.8	9	95	4	-29	3	-5	-3	-5	-4
CCN(c1ccccc1)S(=O)(=O)c1ccc(Cl)nc1
→ -3.8	-2	104	20	5	0	-2	17	-9	-1
Cc1ccnc(NS(=O)(=O)c2ccc(-n3cccn3)cc2)c1
→ -0.7	2	nt	4	-1	2	7	9	1	-1
Cc1ccc(-c2nnc(SCC(=O)N3CCN(c4ccccc4)CC3)o2)cc1
→ -2.1	-2	96	12	-40	0	2	23	-5	-2
CN(C(=O)COC(=O)Cc1c[nH]c2ccccc12)c1c(N)n(Cc2ccccc2)c(=O)[nH]c1=O
→ -3.6	4	101	14	-9	-3	-2	-3	-6	1
COc1cc2c(cc1OC)C(c1ccccc1)NCC2 (configuration not stated)
→ -4.0	1	93	18	-2	0	-9	-28	-5	-1
Cc1ccc(C(=O)NCCCc2ccccc2)c(Cl)c1
→ -0.6	2	96	3	-8	-12	-5	11	5	-5
CC1C(=O)N(Cc2cn(Cc3ccco3)nn2)CCS(=O)(=O)N1Cc1ccc(-c2ccc(Cl)cc2)cc1 (configuration not stated)
→ nt	nt	100	nt	nt	-1	-2	nt	-5	2
CCC1CCCCN1C(=O)CSc1nnc(-c2ccc(Cl)cc2)o1 (configuration not stated)
→ -0.7	-8	109	4	21	-4	-8	6	4	2
COc1ccc(N(CC(O)Cn2c3ccccc3c3ccccc32)S(=O)(=O)c2ccccc2)cc1 (configuration not stated)
→ 3.3	4	115	-14	-9	-3	-14	17	-9	-7
O=C(COC(=O)CSc1ccc(F)cc1)NC1CC1
→ nt	nt	107	nt	nt	0	-9	nt	3	2
Cc1cc(C)cc(NC(=O)c2cccc(C(=O)Nc3cc(C)cc(C)c3)n2)c1
→ -1.7	-3	113	8	12	-4	6	6	-9	-3
CCc1ccccc1NS(=O)(=O)c1ccc2[nH]cc(C(=O)NCC3CCCO3)c(=O)c2c1 (configuration not stated)
→ -1.1	0	80	6	2	2	-3	-1	-2	4
Clc1ccc(CSc2nnc([C@@H]3CCCN3)o2)cc1Cl
→ -3.6	2	nt	15	-6	-4	4	-3	-4	3
Cc1ccc(S(=O)(=O)NC(=O)NC(=O)N(C)S(=O)(=O)c2ccc(C)cc2)cc1
→ -2.7	-2	96	14	4	-3	4	12	-10	-10
Cn1c(=O)nc2n(Cc3ccccc3)c3cccc(Cl)c3cc-2c1=O
→ -3.2	0	64	16	5	3	4	6	-3	-2
O=C(CSc1ncnc2sc3c(c12)CCCCC3)NCc1ccco1
→ -0.7	0	66	4	22	-1	-7	16	0	-6
CCC1CCCCN1Cc1ccc(CNS(=O)(=O)c2ccc3c(c2)oc(=O)n3C)o1 (configuration not stated)
→ -0.9	4	113	4	-2	1	-4	10	-10	0
COc1ccc(NC(=O)c2ccccc2-c2ccccc2C(=O)O)cc1
→ -0.9	5	102	4	-19	2	-2	-8	10	5
Cc1nn(-c2ccccc2)c(Cl)c1/C=N/NC(=O)c1ccccc1NS(=O)(=O)c1cccs1
→ -0.8	-1	102	4	4	5	5	26	-19	-4
CCCCCCCC(=O)C(C)C(=O)N(C)[C@H](Cc1ccc(OC)cc1)C(=O)N(C)[C@H](C(N)=O)C(C)C (some centres not stated)
→ -1.8	1	109	8	-3	-9	-1	26	-10	-3

Already shown: entries from further up.
Results follow in this order: MOR-DOR ag	HTR5A ag	Pemphigus Ab inh	OPRM1-OPRD1 inv	HTR5A inv ag	DAGLB inh	PKA-R1A activ	Arr AP2 block	PKA-R2B act	V-ATPase pH
Cc1ccc(S(=O)(=O)NC(=O)NC(=O)N(C)S(=O)(=O)c2ccc(C)cc2)cc1
→ -2.7	-2	96	14	4	-3	4	12	-10	-10
Cn1c(=O)nc2n(Cc3ccccc3)c3cccc(Cl)c3cc-2c1=O
→ -3.2	0	64	16	5	3	4	6	-3	-2

Continuation.
Results follow in this order: MOR-DOR ag	HTR5A ag	Pemphigus Ab inh	OPRM1-OPRD1 inv	HTR5A inv ag	DAGLB inh	PKA-R1A activ	Arr AP2 block	PKA-R2B act	V-ATPase pH
COc1cc2c3c(c1OC)C1(C=CC(=O)C=C1)CC3N(C(=O)CCC(=O)O)CC2 (configuration not stated)
→ -1.4	3	87	7	8	-1	-7	5	-5	0
C#CCOCCOCCOCCNc1nc(N2CCN(C(=O)[C@H](CCCCN)n3cc([C@@H](N)[C@H](C)CC)nn3)CC2)nc(N2CCN(C(=O)[C@H](CCC(=O)O)n3cc([C@@H](N)CCCCN)nn3)CC2)n1
→ -0.7	1	103	4	20	0	-10	-1	2	-4
CN(Cc1cccc2cnccc12)C(=O)c1cc(COc2ccc(F)cc2F)on1
→ -2.5	9	100	13	-22	1	6	-2	10	-2
CCn1cnc2sc(C(=O)N3CCN(c4ccc(OC)cc4)CC3)c(C)c2c1=O
→ 1.6	0	85	-9	-10	3	8	-14	-1	-2
CCCOc1ccc(-c2nc(C#N)c(N3CCN(C)CC3)o2)cc1
→ 0.3	0	96	-1	1	4	10	0	0	1

Source: PubChem
